RmlCD inh 1536: blocks M. tuberculosis RmlC and RmlD coupled enzymes; RmlC+RmlD coupled enzyme assay, percent inhibition; primary screen in compound mixtures; inhibition, % at 3.6 µM; hit rate 0.03% among 160,000; AID 1533; in the data active = inhibition mostly above about 34%, no sharp cut-off; also: some results filed as inactive read as strong as hits
Target sequence (P9WH09 whole entry, looked up): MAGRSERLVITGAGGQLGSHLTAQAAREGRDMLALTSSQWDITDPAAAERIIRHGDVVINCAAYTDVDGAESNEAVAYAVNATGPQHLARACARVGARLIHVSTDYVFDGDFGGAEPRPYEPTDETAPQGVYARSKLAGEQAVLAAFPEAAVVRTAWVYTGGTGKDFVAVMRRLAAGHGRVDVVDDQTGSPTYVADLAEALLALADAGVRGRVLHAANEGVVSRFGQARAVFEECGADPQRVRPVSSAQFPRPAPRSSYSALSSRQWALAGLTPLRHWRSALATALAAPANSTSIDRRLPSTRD
Target sequence (P9WH11 whole entry, looked up): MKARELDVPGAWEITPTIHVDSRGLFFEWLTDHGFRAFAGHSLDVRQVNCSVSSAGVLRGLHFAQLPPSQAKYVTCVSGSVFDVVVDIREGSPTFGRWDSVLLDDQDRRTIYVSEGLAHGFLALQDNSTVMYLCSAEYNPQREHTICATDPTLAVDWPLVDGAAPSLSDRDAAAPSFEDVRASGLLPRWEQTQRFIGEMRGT
GlmU inhibition: inhibition of mycobacterial GlmU enzyme – biochemical, glucosamine-1-phosphate acetyltransferase (AID 1376) | hit rate 0.25% among 220,000 | inhibition, %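 (tested at 30 µM in the primary screen)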; hits with a dose series show IC50 in µM | M. tuberculosis GlmU acetyltransferase enzyme assay; higher % means a stronger effect; in the data active = inhibition above about 13%;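 also: 0% = complete reaction with vehicle and 100% = reaction without substrate; strong numbers were not always called active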
Active calls of the source: *; x = no result given; & = joins results of further samples. A portion of the library. The share of hits here may be higher or lower than overall.

Each structure is followed by: RmlCD inh 1536	GlmU inhibition
O=C(O)CSc1nnc(COc2cccc3ccccc23)n1Cc1ccccc1
→ 45.5	-0.1%
CCOc1cc(/C=N/NC(=O)c2cccnc2)cc(Br)c1OCC(N)=O
→ x	2.5%
COC(=O)NCCOc1cc(C)ccc1C
→ -0.4	-0.6%
Clc1ccc(-n2nnc(-c3cccnc3)n2)cc1Cl
→ x	5.0%
COC(=O)C1=C(C)N(c2ccc(C)c(C)c2)/C(=C/c2ccc(O)cc2)C1=O
→ -8.4	1.4%
CS(=O)(=O)N1CCN(CC(=O)NC2CCCCC2)CC1
→ 8.3	-0.3%
COc1ccc(Cc2nnc(NC(=O)C3CCCO3)s2)cc1OC (stereo unspecified)
→ -1.9	1.0%
Cc1nc(C)c(-c2csc(Nc3ccc(F)cc3)n2)s1
→ -6.6	-2.4%
COc1ccc(C2CC(=O)c3cnn(-c4nc(C)cc(C)n4)c3C2)cc1 (stereo unspecified)
→ 13.4	3.7%
CCOc1ccccc1NC(=O)CCC(=O)O
→ x	-4.3%
O=C(CSc1nnc(-c2ccncc2)n1-c1ccc(F)cc1)NC(=O)NCc1ccco1
→ x	2.0%
CN(CCCNC(=O)Cn1cc2c(n1)CCCC2)C1CCCCC1
→ 7.5	-3.4%
CCC(OC(=O)c1nsc(Cl)c1Cl)C(=O)NCCOC (stereo unspecified)
→ -8.5	0.4%
ONC(=Nc1ccccc1)c1ccc(Cl)cc1
→ 8.8	0.1%
CCC(C)(C)n1nnnc1CN1CCSCC1
→ -5.1	-5.4%
Cc1ccc2c(C)nc(SC(C(=O)c3ccccc3)c3ccccc3)nc2c1 (stereo unspecified)
→ x	-8.6%
COc1ccc(CCNC(=O)CSc2cn(Cc3ccccc3)c3ccccc23)cc1OC
→ x	1.0%
C/C(=N\O)C(C)NC(=O)c1ccccc1 (stereo unspecified)
→ -5.8	-8.4%
CCOc1ccccc1-n1c(SCC(=O)N(C(C)C)C(C)C)nnc1-c1cccnc1
→ 2.1	-0.1%
CC(=O)Nc1ccc(OC(=O)c2cc3cc(Br)cc(Br)c3oc2=O)cc1
→ -9.2	-5.7%
CC(C)NCC(O)COCc1ccc(Cl)cc1 (stereo unspecified)
→ 0.1	12.2%
Cc1ccc(C)c(NCc2n[nH]c(=S)n2-c2ccccc2)c1
→ 6.7	-2.0%
O=C(COc1ccc(Br)cc1)N1CCc2ccccc21
→ 21.4	7.5%
Cc1ccc(C(O)(c2ccccc2)c2ccccc2C(C)N(C)C)c(C)c1 (stereo unspecified)
→ -4.2	-2.2%
CCN1CCN(C(c2ccccc2F)c2nnnn2Cc2ccc3c(c2)OCO3)CC1 (stereo unspecified)
→ x	1.6%
OCCN1CCN(CC(O)COCC2COc3ccccc3O2)CC1 (stereo unspecified)
→ 2.7	34.1%
O=C1c2ccccc2NC(c2ccc3c(c2)OCCO3)N1c1ccc2c(c1)OCCO2 (stereo unspecified)
→ x	-3.1%
CCOC(=O)c1c(-c2ccc(C)cc2)csc1NC(=O)CCN1CC(C)OC(C)C1 (stereo unspecified)
→ -0.1	-7.9%
CCCOc1cccc(OCCSc2nc(C)cc(=O)[nH]2)c1
→ 13.5	-1.3%
O=C(O)c1cccc(-c2ccc(/C=N/NC(=O)C3COc4ccccc4O3)o2)c1 (stereo unspecified)
→ -3.1	9.8%
CN(C)S(=O)(=O)c1ccc(C(=O)Nc2nnc(SCc3cccc4ccccc34)s2)cc1
→ 3.8	4.5%
CCOc1ccc(OCc2ccc(C(=O)NCc3ccncc3)o2)cc1
→ x	5.1%
COc1ccc(/C=N/NC(=O)C(C)Sc2ccccn2)cc1[N+](=O)[O-] (stereo unspecified)
→ 6.6	4.3%
O=C(CC1CCC1)NC(c1ccccc1)c1ccccc1
→ -4.3	0.6%
COc1cc(C#N)c(NC(=O)CN2CCN(CCO)CC2)cc1OC
→ -13.9	3.5%
O=C(O)CCC(=O)NNC(=O)c1ccc([N+](=O)[O-])cc1
→ -16.5	4.1%
N#Cc1c[nH]n2c(=O)c3c(nc12)CCC3
→ 2.6	-2.1%
Cn1c(Cl)cnc1C(O)(c1ccccc1)c1ccccc1
→ -3.6	3.6%
NC(N)=Nc1nc(CCN2C(=O)c3ccccc3C2=O)cs1
→ 7.9	-2.5%
CC1CCN(CC(=O)c2cccs2)CC1
→ x	0.4%
O=C(CCN1C(=O)C2CC=C(Cl)CC2C1=O)N1CCCCC1 (stereo unspecified)
→ 6.2	5.5%
O=C(O)Cc1ccc(C(=O)c2ccc(Cl)cc2)s1
→ 12.6	5.3%
CCN(CC)S(=O)(=O)c1ccc(Nc2ccc(-c3ccc4c(c3)OCCO4)nn2)cc1
→ -7.8	6.4%
O=C(CSc1nnc2ccccn12)NCCN1C(=O)CSC1=O
→ x	1.0%
CC(C)COCC(O)CCC(=O)NNC(=S)Nc1ccccc1 (stereo unspecified)
→ -30.8	1.5%
Cc1nn(CCC(=O)NNC(=S)NCC(C)C)c(C)c1Br
→ 0.8	6.5%
Cc1cc(C(=O)OCC(=O)Nc2nnc(C(C)C)s2)c2ccccc2n1
→ x	-2.8%
N#CCCN(C(=O)COC(=O)c1ccc2c(=O)n3c(nc2c1)CCC3)c1ccccc1
→ -9.7	-0.4%
CC(=O)N(c1nc(CCl)cs1)c1c(C)cc(C)cc1C
→ -0.5	1.5%
Cc1nnsc1-c1nc2ccccc2[nH]1
→ 27.0	-2.5%
COc1ccc(-c2cn3cc(C(=O)NN)ccc3n2)cc1
→ 3.6	2.0%
OCCC1CN(Cc2cnc(-c3ccccc3)s2)CCN1C1CCCCC1 (stereo unspecified)
→ x	0.5%
O=C(Nc1ccc(F)cc1F)c1cc2ncc(CCCl)cn2n1
→ 15.5	-7.0%
Cc1ccccc1-n1nc(C)c2cc(C(=O)N3CCN(S(=O)(=O)c4ccc(Cl)cc4)CC3)sc21
→ x	3.0%
CCOCCCNC(=O)C(NC(=O)Cc1c[nH]c2ccccc12)c1ccc(OC)cc1 (stereo unspecified)
→ 1.1	1.2%
CCn1cc(-c2csc(N)n2)c(C)n1
→ -11.3	x
CN(CCOc1ccccc1)S(=O)(=O)c1ccc2oc3ccccc3c2c1
→ 3.5	x
c1ccc(-c2cccc(-c3ccccn3)n2)nc1
→ -10.1	2.5%
N#Cc1c(F)cccc1NCc1cccs1
→ 6.7	4.8%
CCOC(=O)C1=C(C)SC2=NS(=O)(=O)CCN21
→ x	1.5%

(listing goes on)
Each structure is followed by: RmlCD inh 1536	GlmU inhibition
COCC(C)n1c(C)cc(C(=O)CSc2nnnn2-c2ccc(O)cc2)c1C (stereo unspecified)
→ 5.7	2.2%
O=C(Nc1ccc(F)cc1)C1CCC(N2C(=O)c3ccccc3C2=O)CC1 (stereo unspecified)
→ -1.8	-4.7%
CCc1ccc(NC(=O)N(CCN2CCOCC2)Cc2ccc3c(c2)CCCN3CC)cc1
→ -2.6	-6.6%
O=C(CN1C2=NCCCN2c2ccccc21)c1cccc(Br)c1
→ 2.1	-2.8%
OCC1(c2cc(C(F)(F)F)n[nH]2)CCCCC1
→ -8.8	4.1%
Nn1c(SCC(=O)Nc2ccccc2)nnc1-c1cccnc1
→ 9.6	9.2%
CCCN1CCN(C(c2cc3cc4c(cc3[nH]c2=O)OCO4)c2nnnn2C(C)(C)C)CC1 (stereo unspecified)
→ -8.0	1.1%
COCC(C)OC(=O)c1c(N)n(CCCN2CCOCC2)c2nc3ccccc3nc12 (stereo unspecified)
→ -17.3	6.9%
CCc1cc(-c2nc(N)ncc2-c2csc(C)n2)c(O)cc1OC
→ -8.7	2.5%
C=CCn1c(SCCC)nc2sc3c(c2c1=O)CCc1ccccc1-3
→ 10.8	-8.5%
O=C(NCc1ccccc1)c1cc(=O)nc2sc(-c3ccccc3)nn12
→ 10.9	-2.9%
CCn1ccc(C(=O)Nc2ccc(S(=O)(=O)Nc3ccccc3OC)cc2)n1
→ 11.2	0.1%
CC(C)(C)c1cc(C(=O)Nc2ccccc2)ccn1
→ 3.1	5.7%
COCCNc1nc(-c2ccccc2)nc2ccccc12
→ -13.8	5.0%
Cc1cc(N=NC(=O)c2ccccc2O)c2ccccc2c1O
→ 1.6	1.9%
COC(=O)C1C(=O)C2=C(CC1C)Nc1ccccc1NC2c1cccs1 (stereo unspecified)
→ x	0.1%
Cc1ccccc1CSc1nnc(C)c(=O)[nH]1
→ 7.8	-0.1%
CC(=O)c1ccc(NC(=O)c2ccc3c(Cl)c4c(nc3c2)CCCC4)cc1
→ 16.4	7.2%
CCOc1ccc(/C=C2\SC(=S)N(NS(=O)(=O)c3ccc(C)cc3)C2=O)cc1OC
→ -15.9	5.9%
CC(C)(C)c1ccc(C(=O)CS(=O)(=O)c2ccccc2)cc1
→ x	0.1%
COc1cc(C(=O)O)ccc1Cl
→ -19.5	1.4%
Cc1cc(C)cc(NC(=O)CSc2ccc(-c3ccco3)nn2)c1
→ 7.3	5.9%
CN(c1ccccc1)c1nc2ccsc2c(=O)s1
→ x	1.3%
CC1CCCN(C(=O)c2ccc3c(=O)n(Cc4ccc5c(c4)OCO5)c(=S)[nH]c3c2)C1 (stereo unspecified)
→ 9.0	2.7%
COc1ccc(-n2c(SCC(=O)Nc3ncc(Cl)cc3Cl)nc3ccccc32)cc1
→ -1.1	0.8%
Cc1cccc2sc(N(CCN(C)C)C(=O)c3cc(Cl)sc3Cl)nc12
→ -47.5	-2.5%
CCN(CC)C1CCN(C(=O)CCc2nnc(CCc3ccccc3)o2)C1 (stereo unspecified)
→ x	2.2%
CCOP(=O)(OCC)/C(C#N)=C(\O)c1ccc(OC)cc1
→ -4.4	-7.1%
NC(=O)C1=CN(Cc2ccc(Cl)cc2)CCC1C(F)(F)F (stereo unspecified)
→ 6.2	-0.7%
Cc1ccc(-c2n[nH]c(=O)c3ccccc23)cc1N
→ x	1.9%

Next part
Compound | RmlCD inh 1536 | GlmU inhibition
Cc1cc(C)n(-c2ccc(C(=O)Nc3sccc3C(N)=O)cc2)n1 | -4.5 | 1.9%
COc1cc(C(=O)OC(C)C(=O)Nc2ccc3c(c2)OCO3)ccc1OCc1c(C)noc1C (stereo unspecified) | 16.1 | -2.8%
Cc1nnc(SC(C)C(=O)NCC2CCCO2)n1-c1ccccc1 (stereo unspecified) | x | 2.3%
CCN(CC)CC(C)(C)NS(=O)(=O)c1ccc(Cl)cc1 | 5.5 | 9.7%
COCC(=O)Nc1ccc(Nc2ccccc2)cc1 | x | 1.6%
CSC(=NC#N)N1CCN(c2cccc(Cl)c2)CC1 | 3.3 | -4.6%
COC(=O)c1ccc(CSc2nnc(NC(C)C)s2)cc1 | 0.2 | 3.6%
Cc1ccc(NC(=O)COC(=O)CN2C(=O)NC(C)(C)C2=O)cc1S(=O)(=O)N1CCOCC1 | -0.4 | -2.1%
COc1ccc(-n2c(Cc3cccn3C)nnc2SCC(=O)Nc2cc(C)cc(C)c2)cc1 | -6.4 | -1.3%&2.9%
CCCc1c(C)nc2ccc(OC)cc2c1SCCC(=O)O | x | -2.5%
O=C(CCCCC(=O)Nc1c(I)cc(I)c(C(=O)O)c1I)Nc1c(I)cc(I)c(C(=O)O)c1I | x | 5.0%
Nc1c(C(=O)O)sc2nc(-c3ccc(F)cc3)cc(-c3ccccc3)c12 | -6.6 | 3.9%
CSc1n[nH]c(NCc2cccs2)n1 | 5.3 | -0.6%
CCCCc1cc2c(c(NC(C)=O)n1)c(=O)oc1ccccc12 | -7.4 | 3.7%
NC(=O)CCn1nc(-c2ccc(Cl)cc2)c2ccccc2c1=O | -8.1 | 1.6%
COc1ccc(N(C)S(=O)(=O)c2cccc3nsnc23)cc1 | -13.8 | -0.1%
CC1(C)OC(C)(C)/C(=C/Nc2ccccc2)C1=O | 28.0 | 4.8%
Cc1ccc(S(=O)(=O)/N=C(/Nc2ccccn2)c2ccc(Cl)cc2)cc1 | 16.1 | 1.7%
CC(C)(C)c1csc(SCC(=O)Nc2ccc(Cl)cn2)n1 | x | 5.5%
O=C(N/N=C/c1c(Cl)[nH]c2ccccc12)c1ccc2c(c1)OCCO2 | -6.8 | 2.6%
Cc1nn(-c2ccccc2)c(OC(=O)c2cccs2)c1S(=O)(=O)c1ccccc1 | -15.9 | -0.8%
Cc1ccc(NC(=S)NN2CCOCC2)c(C)c1 | 4.7 | 0.0%
CC(=O)c1ccccc1OCCOCCOc1ccccc1C(C)=O | 3.0 | 4.1%
Cc1ccn2c(NC3CCCC3)c(-c3ccncc3)nc2c1 | 0.0 | -5.2%
Cn1c(N2CCCC2)nc2c1c(=O)n(Cc1cccc(F)c1)c(=O)n2C | -0.8 | 1.7%
O=C(CN1CCSCC1)N1CCc2[nH]c3ccc(Br)cc3c2C1 | 4.2 | -7.1%
COc1cccc(NC(=O)COc2nc3ccccc3nc2C)c1 | 4.5 | 3.9%
COc1ccc(/C=N/NC(=O)CN2CCSCC2)cc1C | -15.1 | 3.6%
C(=C\c1ccccc1)/C=N/Nc1nc2ccccc2s1 | -13.2 | -6.5%

Entries above with a COOH group (9):
Compound | RmlCD inh 1536 | GlmU inhibition
O=C(O)CSc1nnc(COc2cccc3ccccc23)n1Cc1ccccc1 | 45.5 | -0.1%
CCOc1ccccc1NC(=O)CCC(=O)O | x | -4.3%
O=C(O)c1cccc(-c2ccc(/C=N/NC(=O)C3COc4ccccc4O3)o2)c1 (stereo unspecified) | -3.1 | 9.8%
O=C(O)CCC(=O)NNC(=O)c1ccc([N+](=O)[O-])cc1 | -16.5 | 4.1%
O=C(O)Cc1ccc(C(=O)c2ccc(Cl)cc2)s1 | 12.6 | 5.3%
COc1cc(C(=O)O)ccc1Cl | -19.5 | 1.4%
CCCc1c(C)nc2ccc(OC)cc2c1SCCC(=O)O | x | -2.5%
O=C(CCCCC(=O)Nc1c(I)cc(I)c(C(=O)O)c1I)Nc1c(I)cc(I)c(C(=O)O)c1I | x | 5.0%
Nc1c(C(=O)O)sc2nc(-c3ccc(F)cc3)cc(-c3ccccc3)c12 | -6.6 | 3.9%

Screening results as filed in PubChem BioAssay.
